Bioassay records as filed in PubChem BioAssay.
Tn7 DDE FP – inhibitors of Tn7 peptide binding to fibrin DD(E), primary screen, biochemical, fluorescence polarization, human fibrin, Tn7 probe | Fibrinogen beta chain (Homo sapiens), P02675 | FP displacement of FITC-Tn7 peptide from fibrin DD(E); 0% = median of compound wells per plate | inhibition, % at 8.3 µM | 370,000 tested, 0.13% active;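 active means inhibition above the mean of compounds falling within the control limits plus 3 SD of them, cut at about 14% in these data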;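 further: 0% = plate median of compound wells and 100% = 10 µM Aha-Tn7 peptide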
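system = human fibrin DD(E) protein | quantity = DD(E) 2 µM final | medium = Tris/NaCl/CaCl2 buffer, pH 7.8 | also added = labelled Tn7 tracer, 0.1 µM | compound dosing = single point at 8.3 µM | timing = compound with protein 10 min, then 3 h after probe, room temperature | signal = FP measurement | benchmarks = Aha-Tn7 high control | repeats = one replicate per compound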
UHRF1 MBD2 ctr – UHRF1 methylated DNA binding inhibitors, primary screen, counter-screen for MBD2 inhibitor project, biochemical, TR-FRET, human UHRF1, single concentration. E3 ubiquitin-protein ligase UHRF1 (Homo sapiens), Q96T88. UHRF1 binding to methylated oligo. inhibition, % at 4.4 µM. 370,000 tested, 0.75% active; in the data active means inhibition above about 21%;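 further: UHRF1 SRA domain binding a hemimethylated CpG hairpin DNA probe; 0% = median of test compound wells and 100% = reference inhibitor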
KLK7 zymogen act – proKLK7 zymogen activators, primary screen, biochemical, fluorescence intensity; purified proKLK7, EDANS-DABCYL substrate fluorescence; 100% is mature enzyme control, 0% vehicle; activation, % at 7 µM; 370,000 tested, 0.9% active;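 active means activation above the mean of all tested compounds plus 3 SD, computed per campaign excluding outliers beyond control limits, cut at about 13% in these data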
ARFGAP1 inhibitor – inhibitors of rat ARFGAP1 GAP activity, primary screen, biochemical, fluorescence polarization, GDP tracer. Arfgap1-stimulated ARF1 GTP hydrolysis, GDP FP detection. inhibition, % at 16.5 µM. 360,000 tested, 0.26% active. ADP-ribosylation factor GTPase-activating protein 1 (Rattus norvegicus), Q62848;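 active means inhibition above a per-plate limit, mean inhibition of low control wells plus 3 SD, cut at about 25% in these data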;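 further: 0% = DMSO wells with enzyme and 100% = wells lacking Arfgap1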
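Material: rat Arfgap1 catalytic domain, aa 1-136; also added: human ARF1(Δ1-17)-GTP substrate; compound dosing: one concentration, 16.5 µM, DMSO 1.26%; incubation: GTP hydrolysis reaction 2 h at 25 °C; measured by: Tracer-displacement fluorescence polarization with EDTA stop, 620/688 nm; evaluation: % inhibition from polarization; repeats: one replicate per compound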
PLC-gamma1 inh – PLC-gamma1 enzyme inhibitors, primary screen, biochemical, fluorescence, purified enzyme; inhibition, % at 12.2 µM; fluorogenic substrate; 1-phosphatidylinositol 4,5-bisphosphate phosphodiesterase gamma-1 (Homo sapiens), P19174; 370,000 tested, 0.84% active; in the data active means inhibition above about 9.5%
Target sequence (P19174 whole entry, looked up): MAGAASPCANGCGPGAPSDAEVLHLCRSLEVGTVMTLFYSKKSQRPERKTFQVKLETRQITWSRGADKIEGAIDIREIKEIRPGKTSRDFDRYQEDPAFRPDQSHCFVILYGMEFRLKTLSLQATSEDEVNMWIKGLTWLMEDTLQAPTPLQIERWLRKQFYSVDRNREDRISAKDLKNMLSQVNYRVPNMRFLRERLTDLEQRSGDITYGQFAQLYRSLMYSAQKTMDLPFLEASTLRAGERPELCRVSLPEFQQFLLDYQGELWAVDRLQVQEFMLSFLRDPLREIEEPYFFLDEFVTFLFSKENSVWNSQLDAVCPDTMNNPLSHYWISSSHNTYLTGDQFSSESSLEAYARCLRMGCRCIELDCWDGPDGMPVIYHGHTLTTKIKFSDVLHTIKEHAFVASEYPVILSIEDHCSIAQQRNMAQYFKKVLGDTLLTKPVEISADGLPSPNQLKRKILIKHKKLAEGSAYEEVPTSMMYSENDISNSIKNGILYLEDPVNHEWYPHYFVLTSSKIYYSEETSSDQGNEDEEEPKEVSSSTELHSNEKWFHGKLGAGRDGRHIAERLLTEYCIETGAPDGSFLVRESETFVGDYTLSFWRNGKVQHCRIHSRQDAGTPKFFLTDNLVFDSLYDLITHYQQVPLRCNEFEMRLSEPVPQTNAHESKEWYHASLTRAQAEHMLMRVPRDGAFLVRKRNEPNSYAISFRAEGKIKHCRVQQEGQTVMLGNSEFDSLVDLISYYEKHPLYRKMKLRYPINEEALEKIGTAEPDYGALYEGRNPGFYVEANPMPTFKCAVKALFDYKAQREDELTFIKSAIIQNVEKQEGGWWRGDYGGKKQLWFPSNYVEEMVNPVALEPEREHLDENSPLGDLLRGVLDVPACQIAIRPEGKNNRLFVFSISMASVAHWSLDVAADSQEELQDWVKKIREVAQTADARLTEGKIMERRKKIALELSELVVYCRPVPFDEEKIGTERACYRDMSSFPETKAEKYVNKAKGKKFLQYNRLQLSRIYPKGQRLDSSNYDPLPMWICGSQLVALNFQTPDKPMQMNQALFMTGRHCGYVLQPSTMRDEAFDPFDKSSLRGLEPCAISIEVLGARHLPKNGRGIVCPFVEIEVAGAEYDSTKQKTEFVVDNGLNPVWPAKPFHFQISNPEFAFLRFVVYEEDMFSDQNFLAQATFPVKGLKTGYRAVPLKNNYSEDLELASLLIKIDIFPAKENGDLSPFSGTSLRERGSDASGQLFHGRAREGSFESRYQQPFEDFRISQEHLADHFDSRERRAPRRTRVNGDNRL
DDE Tn6 FP inh – inhibitors of Tn6 peptide binding to fibrin DD(E), primary screen, biochemical, fluorescence polarization, human fibrin, Tn6 probe. Fibrin DD(E) TRITC-Tn6 fluorescence polarization displacement. inhibition, % at 8.3 µM. 370,000 tested, 0.21% active. AID 720509, 2013;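 active means inhibition above a per-campaign cutoff: mean of compounds within control limits plus 3 SD, cut at about 15% in these data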;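 further: 0% = median of all compound wells on the plate and 100% = blocking peptide control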
MBD2 inh – inhibitors of MBD2 binding to methylated DNA, primary screen, biochemical, TR-FRET, DNA-binding domain, human; Methyl-CpG-binding domain protein 2 (Homo sapiens), Q9UBB5; MBD2 binding to methylated oligonucleotide; inhibition, % at 4.4 µM; 370,000 tested, 0.31% active; in the data active means inhibition above about 13%
ASAP1 inh – inhibitors of human ASAP1 ArfGAP activity, primary screen, biochemical, fluorescence polarization. 360,000 tested, 0.19% active. Arf-GAP with SH3 domain, ANK repeat and PH domain-containing protein 1 (Homo sapiens), …. inhibition, % at 16.5 µM. ASAP1-stimulated ARF1 GTP hydrolysis, GDP FP detection; in the data active means inhibition above about 25%;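 further: 0% = vehicle with enzyme and substrate and 100% = no enzyme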
ADAM17 inh – ADAM17 inhibitors, primary screen, biochemical, QFRET; inhibition, % at 6.95 µM; 370,000 tested, 0.83% active; recombinant ADAM17, EDANS/DABCYL FRET peptide cleavage; AID 720648, 2013; Disintegrin and metalloproteinase domain-containing protein 17 (Homo sapiens), P78536;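 active means inhibition above the mean of compounds lying between control limits plus 3 SD, set per campaign, cut at about 8.5% in these data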;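 further: 0% = DMSO-only wells as the low control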
PLCb3 inh – human PLC-beta3 inhibitors, primary screen, biochemical, fluorescence | inhibition, % at 12.2 µM | AID 720704, 2013 | Purified PLC-beta3, fluorogenic substrate | 1-phosphatidylinositol 4,5-bisphosphate phosphodiesterase beta-3 (Homo sapiens), Q01970 | 370,000 tested, 0.18% active; in the data active means inhibition above about 11%;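 further: 0% = median of compound wells on plate and 100% = full blocker control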
* hit, by the source's call; nt = no result given.

Start of the data: the first 3 records, ahead of the listing:
Below each SMILES – Tn7 DDE FP	UHRF1 MBD2 ctr	KLK7 zymogen act	ARFGAP1 inhibitor	PLC-gamma1 inh	DDE Tn6 FP inh	MBD2 inh	ASAP1 inh	ADAM17 inh	PLCb3 inh
1: CCOc1ccc(S(=O)(=O)N2CCCC(C(=O)Nc3cccc(C)c3)C2)cc1 (stereo unspecified)
 : 1	2	0.4	-1	8	3	2	-5	8	-26
2: COc1cc(NC(=O)c2cccs2)c(OC)cc1NC(=O)CCC(=O)Nc1ccc(C)cc1
 : 0	-2	123*	8	-1	-4	-3	0	2	-9
3: COc1cc(C(=O)NCCC(=O)N2CCCCC2)cc(OC)c1OC
 : 1	3	0.3	-1	2	8	7	-15	-2	-7

The list itself, repeating the preview:
Below each SMILES – Tn7 DDE FP	UHRF1 MBD2 ctr	KLK7 zymogen act	ARFGAP1 inhibitor	PLC-gamma1 inh	DDE Tn6 FP inh	MBD2 inh	ASAP1 inh	ADAM17 inh	PLCb3 inh
1: CCOc1ccc(S(=O)(=O)N2CCCC(C(=O)Nc3cccc(C)c3)C2)cc1 (stereo unspecified)
 : 1	2	0.4	-1	8	3	2	-5	8	-26
2: COc1cc(NC(=O)c2cccs2)c(OC)cc1NC(=O)CCC(=O)Nc1ccc(C)cc1
 : 0	-2	123*	8	-1	-4	-3	0	2	-9
3: COc1cc(C(=O)NCCC(=O)N2CCCCC2)cc(OC)c1OC
 : 1	3	0.3	-1	2	8	7	-15	-2	-7
4: CN(CCc1ccccc1)C(=O)c1cc(COc2ccc(F)cc2Cl)on1
 : 2	-4	0.8	-4	4	4	-6	9	5	-4
5: CCCC(=O)N1CCCC(c2cc(C(=O)Nc3ccccc3)no2)C1 (stereo unspecified)
 : 10	-2	0.1	-2	-2	1	-4	-6	-4	0
6: O=c1cc(CN2CCC(Cc3ccccc3)CC2)nc2sccn12
 : 2	1	0.3	3	-6	1	-3	-3	-3	-1
7: COC(=O)c1ccc(N2C(=O)CC(N3CCC(O)(c4ccc(Br)cc4)CC3)C2=O)cc1 (stereo unspecified)
 : -5	2	0.8	-3	0	6	0	-2	-5	1
8: CC(=O)C1=C(C)NC(=O)CC1c1ccc(F)cc1 (stereo unspecified)
 : -6	2	0.1	12	2	-3	6	-1	0	2
9: Cc1cc(OCCN2CCCC2)ccc1C(C)C
 : -9	1	-0.4	5	2	0	5	14	-7	0
10: Cc1scc(-c2n[nH]c(=S)n2Cc2ccccc2)c1C
 : -1	1	0.8	3	-5	4	1	-15	1	-6
11: COc1ccc2[nH]c(=O)c(CN(Cc3cccs3)C(=S)NCC3CCCO3)cc2c1 (stereo unspecified)
 : 1	1	0.0	2	-3	7	2	6	-13	-12
12: CCOc1ccc(C(=O)NCc2ccc3c(c2)OCO3)cc1
 : -8	0	0.9	6	-4	4	-3	11	-2	-7
13: O=C(c1ccc2c(c1)OCO2)N1CCCN(C(=O)c2ccc3c(c2)OCO3)CC1
 : -1	0	0.0	-1	1	-8	2	5	-5	2
14: CCOc1ccccc1-c1cc(C(=O)Nc2ccc(C(=O)O)cc2)c2ccccc2n1
 : -2	2	0.2	10	-2	2	1	6	0	-15
15: NC(=O)CSc1nnc(Cn2c(=O)sc3ccccc32)n1-c1ccccc1
 : -2	0	-0.3	14	4	-5	-1	2	0	2
16: COc1cccc(-c2nnc(N(C)C(=O)c3ccno3)s2)c1
 : -2	1	0.1	-1	0	-6	4	16	-7	-4
17: CCCCCCn1nc(C(=O)N(CC(C)C)c2c(N)n(CCCC)c(=O)[nH]c2=O)c2ccccc2c1=O
 : 5	2	0.2	-8	2	-3	-5	5	5	-4
18: Cc1[nH]n(-c2ccccc2)c(=O)c1N=Nc1c(O)cc(S(=O)(=O)N(C)C)c2ccccc12
 : 9	0	0.6	5	-6	-1	-1	13	-4	-7
19: CC(C)CN1CCN(Cc2cn(C)c3ccccc23)CC1CCO (stereo unspecified)
 : -2	26*	0.5	-2	-5	-5	0	-11	-6	-5
20: Cn1cc(Br)c(C(=O)NNC(=O)c2cccc(Br)c2)n1
 : -4	-1	-0.4	6	0	0	-8	-6	1	-2

Some entries already given with just Tn7 DDE FP:
nr | Compound | Tn7 DDE FP
14 | CCOc1ccccc1-c1cc(C(=O)Nc2ccc(C(=O)O)cc2)c2ccccc2n1 | -2
18 | Cc1[nH]n(-c2ccccc2)c(=O)c1N=Nc1c(O)cc(S(=O)(=O)N(C)C)c2ccccc12 | 9
3 | COc1cc(C(=O)NCCC(=O)N2CCCCC2)cc(OC)c1OC | 1
9 | Cc1cc(OCCN2CCCC2)ccc1C(C)C | -9
6 | O=c1cc(CN2CCC(Cc3ccccc3)CC2)nc2sccn12 | 2
8 | CC(=O)C1=C(C)NC(=O)CC1c1ccc(F)cc1 (stereo unspecified) | -6
20 | Cn1cc(Br)c(C(=O)NNC(=O)c2cccc(Br)c2)n1 | -4

Going on with the list:
Below each SMILES – Tn7 DDE FP	UHRF1 MBD2 ctr	KLK7 zymogen act	ARFGAP1 inhibitor	PLC-gamma1 inh	DDE Tn6 FP inh	MBD2 inh	ASAP1 inh	ADAM17 inh	PLCb3 inh
21: Nc1ccn(-c2ccccc2)c(=O)c1
 : 6	2	-0.7	-2	1	4	-11	0	-1	2
22: O=C(OCCc1cc2ccccc2c(=O)o1)c1cccs1
 : -2	-3	-0.9	1	1	3	4	8	-6	-1
23: Cc1ccc(-n2c(SCC(=O)Nc3ccc(OCc4ccccc4)cc3)nnc2-c2cnccn2)cc1
 : -3	1	0.5	nt	8	-8	1	nt	4	4
24: CC1(C(=O)NCc2ccccc2)CSCC(=O)N1CCCN1CCOCC1 (stereo unspecified)
 : -9	0	-0.6	-1	10*	4	0	-7	6	5
25: CCN(CC)c1ccc(C2C3CCCCC3(O)CCN2CC(=O)Nc2ccccc2)cc1 (stereo unspecified)
 : 2	-2	0.4	4	-2	3	1	10	-1	2
26: CCN1C(=O)[C@H]2[C@@H](c3ccc(C)cc3)N3C(=O)N(c4ccc(OC)cc4)C(=O)[C@@]3(CC)[C@H]2C1=O
 : -3	-2	-0.1	-7	-1	-14	-2	-2	-2	2
27: CCOC(=O)/C(=N/Nc1ccc(C)cc1)S(=O)(=O)c1ccc(Cl)cc1
 : -2	1	0.1	2	2	-4	1	6	0	6
28: CCC(c1nnnn1Cc1ccc(OC)cc1)N1CCN(C(=O)c2ccco2)CC1 (stereo unspecified)
 : 0	0	0.4	-2	2	4	3	6	0	-2
29: Nc1sccc1C(=O)NCc1ccccc1
 : -3	3	-0.1	2	-7	-4	8	7	-15	-21
30: CCS(=O)(=O)Nc1cc(C(=O)O)ccc1C
 : 2	-1	-0.5	-8	0	-8	2	-2	0	5
31: NS(=O)(=O)c1ccc(CCNC(=O)c2ccc(C(=O)c3ccccc3)cc2)cc1
 : 0	1	0.3	-13	0	13	-2	-5	1	-4
32: Cc1ccc2cccc(SCC(=O)N3CCOCC3)c2n1
 : 5	0	2.0	11	-103	-1	4	-7	-68	-130
33: COc1ccc(C(=O)C[N+]2(C)CCOCC2)cc1
 : -20	1	-0.7	0	8	-6	-6	-5	1	9
34: CCc1cc(C(=O)N2CCN(c3ncc(C(F)(F)F)cc3Cl)CC2)sc1C
 : -5	1	0.2	-3	-2	7	0	4	1	0
35: O=C(CSc1ncccn1)N1CCN(C(=O)CSc2ncccn2)CC1
 : 7	0	0.3	1	2	4	4	-2	-3	1
36: O=C(COC(=O)c1ccccn1)Nc1ccc2c(c1)OCO2
 : -3	-2	-0.1	12	-3	-3	-1	9	-1	3
37: COc1ccc(CNc2nc3ccccc3n2C)c(OC)c1
 : -7	-1	-0.3	1	-1	-4	-5	3	-3	-6
38: O=C(O)c1cn(CCOc2ccccc2Cl)c2ccccc12
 : -1	2	0.4	7	0	-4	2	-3	-3	-2
39: O=C(CCn1cnc(-c2ccccc2)c1-c1ccccc1)N/N=C/c1ccc(O)cc1
 : -9	0	-1.0	12	2	2	4	6	3	2
40: CCOC(=O)N1CCN(C(=O)CSc2nc(C)nc3c2c(=O)n(C)c(=O)n3C)CC1
 : 9	1	-0.5	8	-1	6	-1	-2	2	0
41: NC(N)=N/N=C/c1ccc(OCc2ccccc2)c(OCc2ccccc2)c1
 : -1	-3	-0.3	12	12*	-26	5	3	8	-4
42: O=C1NC(c2ccc(Cl)cc2)Nc2ccccc21 (stereo unspecified)
 : -2	0	2.5	-3	-25	2	3	-1	-27	-33
43: COc1ccc(N/N=C(/C#N)S(=O)(=O)c2nsc(C)c2C#N)cc1
 : 3	3	0.7	28*	-28	0	-2	-7	-6	-37
44: Cn1c(N)c(C(=O)COC(=O)C2(c3ccccc3F)CCCC2)c(=O)n(C)c1=O
 : -2	-2	0.3	-1	0	2	1	2	-4	0
45: O=C(CSc1ccccc1C(=O)NCc1ccccc1)NC12CC3CC(CC(C3)C1)C2
 : 3	0	0.1	2	-1	1	-1	-10	-4	-1
46: Cc1cc(C(=O)NNC(=O)c2cccc([N+](=O)[O-])c2)n[nH]1
 : -7	0	0.0	-10	3	-3	-1	-15	-4	-5
47: CCCCN(CC)C(=O)Cc1ccc(Br)cc1
 : 12	-2	-0.4	-6	-1	6	-6	-14	-1	1
48: CSc1ccccc1C(=O)OCC(=O)Nc1cccnc1Cl
 : 1	-3	0.6	-5	1	4	-5	-5	1	2
49: CCCCN1CC(C)(C)[C@H](CC(=O)Nc2ccccc2)C1=O
 : -3	-1	-0.1	-3	2	-5	-1	18	-3	0
50: O=C(CN1CCN(S(=O)(=O)c2ccc(Br)s2)CC1)N1CCCCC1
 : 12	0	-0.6	-2	-2	5	-5	8	-1	-4
51: Cc1nc([N+](=O)[O-])cn1CC(=O)NCCCO
 : 3	0	1.0	3	-2	0	-1	-1	2	3
52: CC(=O)NC(Cc1ccc(O)cc1)C(=O)NN (stereo unspecified)
 : -4	-2	0.3	5	-3	0	0	1	-4	-9
